Bioassay records deposited in PubChem BioAssay by Broad Institute.
SIRT5 block – sirtuin-5 (human) deacylase inhibition | hit rate 1.1% among 330,000 | AID 652115 | Purified SirT5, succinyl-peptide AMC, trypsin-coupled fluorescence | Q9NXA8 | inhibition, % at 15 µM; in the data active means inhibition above about 15%; inconclusive means no clear call, values can overlap the other calls
Target sequence (Q9NXA8 whole entry, looked up): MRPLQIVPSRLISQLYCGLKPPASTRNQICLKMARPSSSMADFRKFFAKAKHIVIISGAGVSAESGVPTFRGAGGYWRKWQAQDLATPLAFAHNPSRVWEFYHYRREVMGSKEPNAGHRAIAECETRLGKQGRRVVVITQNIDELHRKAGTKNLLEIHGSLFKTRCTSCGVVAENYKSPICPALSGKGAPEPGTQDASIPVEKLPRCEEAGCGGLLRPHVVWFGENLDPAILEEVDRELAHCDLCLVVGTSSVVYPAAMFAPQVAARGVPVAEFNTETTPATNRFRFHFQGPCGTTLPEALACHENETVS
LGR2 inh – Drosophila LGR2 receptor signaling inhibition; HEK293 LGR2, CRE-luciferase, bursicon-stimulated, 4 h; inhibition, % at 9.99 µM; hit rate 0.35% among 380,000;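 active means drop in luminescence signal, shown as inhibition above about 50% in the replicate tests, limit read from the data, passing the limit was not always enough; inconclusive means probably only some replicates passing the limit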;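 further: agonist challenge used bursicon conditioned medium at about half maximal strength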
PAX8 inh HTS – lowers PAX8-driven luciferase in RMG-I cells; inhibition, % at 12.6 µM; RMG-I TPO-luciferase reporter, SteadyGlo, 24 h; hit rate 1.2% among 360,000;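 active means mean replicate inhibition at least 60% with every replicate also reaching 60%; inconclusive means only one of the two criteria is met; inactive means mean below 60% and not all replicates reaching 60%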;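 further: luciferase light reporting Pax8 driven TPO promoter activity; plate controls were median of neutral control wells for no effect and mitoxantrone controls for full effect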
ARNT TACC3 PPI – ARNT/TACC3 interaction disruption | Q9Y6A5 | AlphaScreen His-ARNT PAS-B/GST-TACC3 binding, luminescence; TACC3 fragment carries E629A point mutation | inhibition, % at 9.99 µM | hit rate 0.66% among 390,000;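 active means mean inhibition of replicates at least 50% and at least half of replicates each reaching 50%; inconclusive means half or more replicates reach 50% but mean below 50%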;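 further: 0% = complete ARNT plus TACC3 wells and 100% = ARNT alone without TACC3; many hits fall short of the cut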
EWS-Fli inh – EWS/Fli transcriptional activity inhibition; A673 NR0B1-luciferase reporter, viability-normalised; inhibition, % at 12.6 µM; hit rate 0.67% among 350,000; AID 651661;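 active means mean inhibition of at least 50% after viability correction, with every replicate also passing that limit; inconclusive means mean reaches 50% but only one of two replicates passes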;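 further: firefly luciferase signal divided by Alamar Blue viability fluorescence both relative to DMSO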
CASP6 VEID inh – caspase-6 (human) enzyme inhibition; P55212; purified caspase-6, Z-VEID-R110 cleavage fluorescence; inhibition, % at 12.5 µM; hit rate 0.53% among 350,000; AID 686996;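 active means mean inhibition across replicates at least about 35%, with every replicate also reaching that limit, limit read from the data; inconclusive means only one of the two criteria met; inactive means neither criterion met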;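 further: 0% = median of neutral control wells and 100% = no fluorescence left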
Target sequence (P55212 24-179 limits assumed): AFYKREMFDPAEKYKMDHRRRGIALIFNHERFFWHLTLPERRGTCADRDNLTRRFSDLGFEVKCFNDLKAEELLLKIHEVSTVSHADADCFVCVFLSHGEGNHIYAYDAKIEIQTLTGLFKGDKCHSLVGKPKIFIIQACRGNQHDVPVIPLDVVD
Target sequence (P55212 194-293 limits assumed): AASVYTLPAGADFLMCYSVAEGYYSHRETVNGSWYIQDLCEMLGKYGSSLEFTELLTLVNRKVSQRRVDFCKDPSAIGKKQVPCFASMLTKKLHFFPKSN
DENV2 CPE – DENV2-induced cell death inhibition | DENV2-infected cells, cytopathic effect rescue, plate reader | AID 651640 | CPE inhibition, % at 9.99 µM | hit rate 1.7% among 350,000; in the data active means CPE inhibition above about 20%, passing the limit was not always enough; inconclusive means no clear call, values can overlap the other calls; tested in BHK-21 cells;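 further: 0% = median of neutral control wells and 100% = median of positive control wells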
Starred values were filed as active, the others as inactive; ? = inconclusive; . = no result given; & = joins results of further samples.

SMILES	SIRT5 block	LGR2 inh	PAX8 inh HTS	ARNT TACC3 PPI	EWS-Fli inh	CASP6 VEID inh	DENV2 CPE
CCOc1ccc(NC(=O)CC(NC(C)=O)c2ccccc2)cc1S(=O)(=O)N1CCCC1 (stereo unspecified)	1	-22	-16	-2	-12	-1	-4
O=C1C=CCCN1C(=O)/C=C/c1ccccc1Cl	0	.	-3	.	62*	-2	17
O=C(CN1CCOCC1)N/N=C/C(Br)=C\c1ccccc1	3	-6	4	1	1	6	1
COc1ccccc1CNC(=O)C1CC2Cn3c(nc4ccccc43)C2N1C (stereo unspecified)	.	6	21	-4	-11	0	0
COc1ccc(NC(=O)N[C@@H]2CC[C@@H](CCn3cc(C4(O)CCCC4)nn3)O[C@H]2CO)cc1	2	4	3	-1	-5	4	.
COc1cc(/C=C(\C#N)C(=O)NCC2CCCO2)ccc1OCC(=O)O (stereo unspecified)	.	27	1	.	5	.	2
CCN1C[C@@H]2[C@@H]3C(=O)N(Cc4ccccc4)C(=O)[C@@H]3[C@](Cc3ccccc3)(C(=O)OC)N2C1=NC	-3	-7	-27	-6	-11	-4	2
CCN(C(=O)COC(=O)c1nc2nc(C)cc(C)n2n1)C1CCCCC1	-4	13	.	0	-3	2	-1
Cn1c(-c2ccccc2)c(C(=O)CC#N)c2ccccc21	2	-11	6	-2	2	1	1
CCc1ccc(N2CC34C=CC(O3)C(C(=O)OC)C4C2=O)cc1 (stereo unspecified)	.	-26	8	-18	3	1	1

Compound profiles, from the list above. Screens in order: SIRT5 block	LGR2 inh	PAX8 inh HTS	ARNT TACC3 PPI	EWS-Fli inh	CASP6 VEID inh	DENV2 CPE
`COc1ccc(NC(=O)N[C@@H]2CC[C@@H](CCn3cc(C4(O)CCCC4)nn3)O[C@H]2CO)cc1` across the screens: 2	4	3	-1	-5	4	.
`Cn1c(-c2ccccc2)c(C(=O)CC#N)c2ccccc21` across the screens: 2	-11	6	-2	2	1	1
`COc1cc(/C=C(\C#N)C(=O)NCC2CCCO2)ccc1OCC(=O)O` (stereo unspecified) across the screens: .	27	1	.	5	.	2
`CCc1ccc(N2CC34C=CC(O3)C(C(=O)OC)C4C2=O)cc1` (stereo unspecified) across the screens: .	-26	8	-18	3	1	1
`CCN1C[C@@H]2[C@@H]3C(=O)N(Cc4ccccc4)C(=O)[C@@H]3[C@](Cc3ccccc3)(C(=O)OC)N2C1=NC` across the screens: -3	-7	-27	-6	-11	-4	2

Additional structures:
SMILES	SIRT5 block	LGR2 inh	PAX8 inh HTS	ARNT TACC3 PPI	EWS-Fli inh	CASP6 VEID inh	DENV2 CPE
COc1cccc(S(=O)(=O)Nc2ccc3c(c2)OC[C@@H](C)N(Cc2ccccc2F)C[C@@H](C)[C@@H](OC)CN(C)C3=O)c1	5	2	25	6	0	.	?
Cc1ccc(NC(=O)CCC(=O)n2nc(C)cc2C)c(C)c1	-3	2	.	-1	14	0	-3
CC(=O)Oc1ccc(C(=O)N2c3ccccc3NC(=O)C2C)cc1 (stereo unspecified)	-6	3	-14	-3	12	3	14
Nc1nc(N)c2c(n1)CCCC2	1	8	14	1	-4	-2	2
CC1(C)CC(NCc2ccccc2)CCO1 (stereo unspecified)	1	13	-22	29	-8	1	20
Cc1nc(N)ncc1-c1ccc2c(c1)OCO2	-2	20	-13	-1	-5	-4	-3
Cc1ccc2nc(-c3cc(-c4ccccc4)no3)cn2c1	-3	.	40	-9	69*	3	5
C[C@@H]1CN([C@H](C)CO)C(=O)c2cc(-c3ccc(F)cc3)cnc2O[C@H]1CN(C)C(=O)c1cccnc1	10	-22	-19	-3	3	-2	7
C[C@@H]1CN([C@@H](C)CO)C(=O)c2cc(-c3ccccc3)cnc2O[C@H]1CN(C)C(=O)c1ccccn1	1	-7	.	-7	1	-6	0
S=C(NCCc1ccccc1)Nc1c(Cl)cccc1Cl	-2	.	10	-4	-8	1	-3
CN(C)/C=N/c1nc2nccc(-c3ccccc3)n2n1	-16	9	4	-3	-5	5	7
O=C(CCNC(=O)c1ccc(Br)cc1)NCCCN1CCCC1=O	-5	4	-4	-4	-6	0	2
CC(C)NC(=O)N[C@H]1CC[C@H](CCNS(=O)(=O)c2ccc(F)cc2)O[C@@H]1CO	9	4	4	-9	1	-1	-2
Cc1cccc(CSc2ncnc3nc[nH]c23)c1	0	12	5	-4	1	0	4
O=[N+]([O-])c1cccc(-c2nnc(C34CC5CC(CC(C5)C3)C4)o2)c1	.	30	5	-5	.	.	.
CCCNC(=O)N1CC(=O)N2[C@@H](CO)[C@H](c3ccc(-c4ccc(F)cc4)cc3)[C@@H]2C1	1	6	.	.	-3	0	11
O=C(Cc1ccccc1)c1c[nH]c(C(=O)NC2CCCC2)c1	1	23	-10	3	4	0	11
COC(=O)C1(C)CC1(c1ccccc1)c1ccccc1 (stereo unspecified)	2	21	14	-6	-2	0	8
CCOC(=O)CNC(=O)CSc1nnc(NC(=O)c2ccc3c(c2)OCO3)s1	2	20	-71	-3	-31	-1	-8
COc1ccc(/C=C(/NC(=O)c2ccc(OC)cc2)C(=O)NCCc2c[nH]c3ccccc23)cc1	-2	4	23	-6	10	-2	.
Cc1ccc(C2=NN(C(=O)CCCC(=O)O)C(c3ccc4c(c3)OCO4)C2)cc1 (stereo unspecified)	4	-3	11	-13	-7	1	3
O=C1c2ccccc2C(Nc2ccc(S(=O)(=O)N3CCOCC3)cc2)N1c1ccccn1 (stereo unspecified)	1	-15	4	4	9	0	7
Cn1c(N)c(S(=O)(=O)N2CCN(c3ccccc3Cl)CC2)c(=O)n(C)c1=O	0	-8	1	10	-1	1	-1
CNc1cncc(-c2cccc(C(=O)NCCN(C)C)c2)n1	-17	-27	3	.	-11	-3	4
CN(Cc1c(F)cccc1Cl)C(=O)CNC(=O)c1ccc2c(c1)OCO2	1	0	-37	2	-47	-2	0
COc1ccc(/C=C/c2nnc(NC(C)=O)s2)cc1	5	.	-127	-3	-12	2	?
O=C(CNC(=O)N1CC(=O)Nc2ccccc21)Nc1ccccc1	-1	11	-7	1	-4	0	-4
CC(C)(C)NC(=O)C[C@H]1C[C@H](C(=O)N2CCCCC2)[C@@]2(CCc3ccccc3)c3[nH]c4cc(-c5ccco5)ccc4c3CCN2C1=O	-3	7	13	-3	5	-4	-4
CC(NC(=O)CCc1c[nH]c2ccccc12)c1ccccc1 (stereo unspecified)	1	-3	2	1	9	-1	3
COc1ccc(C(=O)NCCNc2ccc([N+](=O)[O-])cc2)cc1	2	-1	-4	-2	10	3	-2
NC(=O)c1ccc(NC(=O)c2ccc3c(c2)CCN3S(=O)(=O)c2ccccc2)cc1	-3	-2	-10	-6	.	-4	0
O=C(C[C@H]1C=C[C@H](NC(=O)CCN2CCCCC2)[C@H](CO)O1)Nc1ccc(-c2ccccc2)cc1	-3	4	-2	-29	-13	-1	0
COc1ccc2c(c1)CC=C1C2CCC2(C)C(=O)C(=NO)CC12 (stereo unspecified)	-5	-36	13	.	-24	1	-3
C[C@H]1CN([C@@H](C)CO)C(=O)Cc2cc(NC(=O)Nc3ccc4c(c3)OCO4)ccc2O[C@@H]1CN(C)C	8	-13	-17	25	-15	0	5
O=C(CN(CC1CCCO1)C(=O)CNS(=O)(=O)c1ccc(Cl)cc1)NCc1ccccc1 (stereo unspecified)	-1	9	7	-3	-13	1	2
C[C@@H]1CN([C@@H](C)CO)C(=O)c2cc(/C=C/c3ccccc3)cnc2O[C@@H]1CN(C)C(=O)CN1CCOCC1	-23	-14	-27	7	-5	1	3
Cc1ccc(-n2nc(-c3ccc(N)cc3)cc2N)cc1	-1	.	-88	4	-47	-4	-6
N#Cc1cccc(-c2ccc(C3[C@@H]4CN(C(=O)Nc5ccc6c(c5)OCO6)C[C@H]3N4)cc2)c1 (stereo partly specified)	9&2	24&4	-1&7	.	1&29	-1&0	-3&-6
CC(C)(C)NC(=O)CSc1nnc(C2CC2)n1-c1ccccc1	2	1	-2	-4	0	1	-7
C=CCNC(=O)/C(C#N)=C/c1c(N2CCCCCC2)nc2ccccn2c1=O	-15	-6	32	9	-11	-1	-2
CC(C)CC(NC(=O)c1cccc(Cl)c1)C(=O)O (stereo unspecified)	0	-8	21	-7	2	-5	-2
C[C@@H]1CN([C@H](C)CO)C(=O)c2cc(NC(=O)Nc3ccc4c(c3)OCO4)ccc2O[C@@H](C)CCCCO[C@H]1CN(C)Cc1ccc(C(=O)O)cc1	-4	0	-24	-6	-16	-2	-6
CC(C)NC(=O)Nc1ccc2c(c1)CC(=O)N([C@@H](C)CO)C[C@@H](C)[C@@H](CN(C)Cc1ccc3c(c1)OCO3)O2	3	-25	7	19	.	-1	-4
CC(Oc1ccc(Cl)cc1Cl)C(=O)NN=C1CCN(C)CC1 (stereo unspecified)	.	-1	10	-2	.	.	.
CC1(C(=O)NS(=O)(=O)Cc2cccc(Cl)c2)CCN1C(=O)CC1CCCC1 (stereo unspecified)	4	-11	2	.	-11	3	-6
CC1(C(=O)NCc2cccc(C(F)(F)F)c2)CCN1CCc1ccccc1 (stereo unspecified)	0	12	13	.	-5	0	-6
O=[N+]([O-])c1cc2c(cc1CN1CCN(CCOCCO)CC1)OCO2	1	4	-10	-5	2	-2	3
CN(Cc1cnccn1)C(=O)C1CCC(=O)N(CCc2ccccc2)C1 (stereo unspecified)	-3	2	-2	0	3	-3	0
Cc1[nH]c(C(=O)N/N=C/c2ccc(N(C)C)cc2)c(C)c1C(=O)N/N=C/c1ccc(N(C)C)cc1	2	-64	14	0	-9	1	7
COc1ccccc1NC(=O)c1cc(C(=O)Nc2ccccc2OC)n(C)n1	-10	.	-20	-11	-11	1	1

Later entries:
SMILES	SIRT5 block	LGR2 inh	PAX8 inh HTS	ARNT TACC3 PPI	EWS-Fli inh	CASP6 VEID inh	DENV2 CPE
CCOC(=O)c1ccc(NC(=O)N2CCCCCC2)cc1	-14	-50	-152	-2	.	4	6
O=c1[nH]c(=O)n(Cc2ccccc2)c2nc(-c3ccc(Oc4ccc(F)cc4)c([N+](=O)[O-])c3)n(CCO)c12	-4	7	50	3	21	-2	-6
O=C1NC[C@H](CCCCN2C[C@@H](Cc3ccccc3)N(CC3CCCCC3)C(=O)C2=O)N(CCC2CCCCC2)C1=O	7	-3	7	.	14	4	-2
COc1ccc(C(=O)Nc2nnc(S(=O)(=O)N(C)Cc3ccccc3)s2)cc1	10	5	-10	2	.	-1	14
COc1ccc(Cl)cc1NC(=O)NC(C)C	-4	7	5	.	-3	4	-9
Cc1cc(C)c(C(=O)NCC(=O)c2ccccc2)c(C)c1	-7	-4	-23	0	-13	0	-5
O=C(CC1SC(N2CCCC2)=NC1=O)Nc1ccc(C(=O)Nc2ccccc2)cc1 (stereo unspecified)	-4	5	2	2	1	4	16
O=C(NC(c1ccc(F)cc1)c1ccc2ccccc2n1)C1CCN(Cc2ccc3ccccc3n2)CC1 (stereo unspecified)	-3	-16	9	.	12	2	7
C[C@@H]1CCCCO[C@@H](CN(C)Cc2ccc3c(c2)OCO3)[C@H](C)CN([C@@H](C)CO)C(=O)c2cc(NC(=O)Nc3ccc4c(c3)OCO4)ccc2O1	2	6	14	13	6	1	-19
N#CCc1c(C#N)c(N)nc(N2CCN(S(=O)(=O)c3ccccc3F)CC2)c1C#N	1	4	8	-5	15	-1	8
Cc1cc(-c2nnc(SCC(=O)c3ccc(F)cc3)o2)no1	-3	.	17	-4	18	1	.
CCOC(=O)N1CCN(C(=O)C(C)N(c2ccccc2)S(C)(=O)=O)CC1 (stereo unspecified)	-4	-21	22	-3	4	0	-3
Cc1oc2c(cc(NS(=O)(=O)c3ccc(F)cc3)c3ccccc32)c1C(=O)O	1	-12	18	-3	1	.	-1
Cc1ccc(/C=C/C(=O)Nc2sc3c(c2C#N)CCCC3)o1	-1	5	8	.	5	5	3
CCCNC(=O)N(C)C[C@H]1Oc2ncc(-c3ccncc3)cc2C(=O)N([C@H](C)CO)C[C@H]1C	5	-24	.	-5	-5	3	2
C[C@@H]1CN([C@@H](C)CO)C(=O)c2cccc(NC(=O)c3nc4ccccc4s3)c2O[C@H]1CN(C)Cc1ccc2c(c1)OCO2	12	32	.	.	.	2	.
Cc1cccc(NC(=O)CN2CCN(C(=O)c3c(C)nn(Cc4ccccc4)c3C)CC2)c1C	-2	0	8	-20	6	0	3
